Compound activity from PubChem.
Bcl-xL primary: inhibitors of human Bcl-xL, primary screen, biochemical, fluorescence polarization, HTS; Bcl-2-like protein 1 (Homo sapiens), Q07817; GST-Bcl-xL / FITC-Bim BH3 peptide fluorescence polarization; inhibition, % at 10.9 µM; 320,000 tested, 0.7% active; AID 2129, 2009;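 active means inhibition above the mean of all tested compounds plus 3 SD, cutoff set per campaign, cut at about 30% in these data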;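 further: 0% = DMSO wells and 100% = unlabeled Bim-BH3 peptide competitor; inhibitors lower millipolarization by displacing the labeled peptide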
Fam108B inh: mouse Fam108B serine hydrolase inhibitors, primary screen, counter-screen for RBBP9 inhibitor project, biochemical, fluorescence polarization. recombinant Fam108B, FP-Rh probe fluorescence polarization. inhibition, % at 9.51 µM. 300,000 tested, 0.33% active. AID 1947, 2009;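 active means inhibition above the screen mean inhibition plus 3 SD, computed separately per campaign, cut at about 18% in these data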;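 further: inhibitors lower polarization as less probe binds the enzyme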
Efflux pump mplx: inhibitors of Candida efflux pumps in yeast, primary screen, S. cerevisiae, Nile Red, multiplex; S. cerevisiae Candida pump triplex; AID 485275, 2010; inhibition, % at 10 µM; 330,000 tested, 0.44% active;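 active means plate passing quality check with inhibition over a set limit, or well fluorescence over plate mean plus 4 SD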;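 further: Nile Red retained in pooled yeast measured as flow cytometry median fluorescence; 0% = buffer negative control and 100% = Enniatin B positive control; higher means more Nile Red kept so more efflux inhibition; some compounds called inactive have numbers as strong as hits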
PME-1 inh: PME-1 inhibitors via competitive probe labeling, primary screen, biochemical, fluorescence polarization, FP-Rh probe, HTS; Protein phosphatase methylesterase 1 (Homo sapiens), Q9Y570; recombinant PME-1; inhibition, % at 5.9 µM; 320,000 tested, 0.53% active; AID 2130, 2009;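 active means inhibition above the campaign mean of all compounds plus 3 SD, cut at about 26% in these data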;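 further: competitive labeling of PME-1 active site by serine hydrolase directed probe; 0% = PME-1 with DMSO and 100% = wells lacking PME-1 enzyme; inhibitors block probe labeling so polarization falls and inhibition rises; many of its hits are not listed in these tables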
GRK2 inh: compounds blocking aptamer binding on GRK2 – biochemical, human GRK2, bead flow cytometry, HTS, primary screen; 330,000 tested, 0.59% active; FAM-aptamer displacement from GRK2; inhibition of aptamer binding, % at 10 µM; Beta-adrenergic receptor kinase 1 (Homo sapiens), P25098;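 active means inhibition of aptamer binding above 40%, roughly 3 SD of noise, on plates passing a quality check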;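 further: median bead fluorescence of bound FAM aptamer so fluorescent compounds give negative values; no value below 0 was filed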
Target sequence (P25098 whole entry, looked up): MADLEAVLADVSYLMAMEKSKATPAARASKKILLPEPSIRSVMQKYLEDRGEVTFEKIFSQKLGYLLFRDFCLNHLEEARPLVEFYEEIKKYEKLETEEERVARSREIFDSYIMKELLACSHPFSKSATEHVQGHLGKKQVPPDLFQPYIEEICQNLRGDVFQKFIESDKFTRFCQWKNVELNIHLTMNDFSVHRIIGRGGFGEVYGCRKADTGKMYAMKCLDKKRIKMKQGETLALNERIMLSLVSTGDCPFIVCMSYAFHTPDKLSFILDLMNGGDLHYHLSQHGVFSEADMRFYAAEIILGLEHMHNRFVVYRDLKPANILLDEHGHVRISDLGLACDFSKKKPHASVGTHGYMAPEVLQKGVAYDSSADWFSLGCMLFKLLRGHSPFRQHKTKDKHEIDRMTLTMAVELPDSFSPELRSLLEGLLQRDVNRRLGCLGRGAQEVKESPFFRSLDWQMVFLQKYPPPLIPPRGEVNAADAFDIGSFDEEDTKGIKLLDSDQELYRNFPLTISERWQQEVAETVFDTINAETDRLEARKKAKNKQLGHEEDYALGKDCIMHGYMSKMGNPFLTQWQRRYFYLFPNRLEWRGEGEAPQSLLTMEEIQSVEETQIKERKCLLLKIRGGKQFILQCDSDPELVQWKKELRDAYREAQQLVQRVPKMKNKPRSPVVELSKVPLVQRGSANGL
MCL1 BIM primary: inhibitors of MCL1 binding to BIM-BH3, primary screen, biochemical, fluorescence polarization; Induced myeloid leukemia cell differentiation protein Mcl-1 (Homo sapiens), Q07820; GST-MCL1 / FITC-Bim-BH3 fluorescence polarization; inhibition, % at 10.9 µM; 320,000 tested, 0.68% active; AID 2057, 2009;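 active means inhibition above the mean inhibition of all tested compounds plus 3 SD, set per campaign, cut at about 40% in these data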;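 further: 0% = DMSO wells and 100% = unlabeled Bim-BH3 peptide control; higher means more loss of mP so more displacement of Bim peptide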
Target sequence (Q07820 whole entry, looked up): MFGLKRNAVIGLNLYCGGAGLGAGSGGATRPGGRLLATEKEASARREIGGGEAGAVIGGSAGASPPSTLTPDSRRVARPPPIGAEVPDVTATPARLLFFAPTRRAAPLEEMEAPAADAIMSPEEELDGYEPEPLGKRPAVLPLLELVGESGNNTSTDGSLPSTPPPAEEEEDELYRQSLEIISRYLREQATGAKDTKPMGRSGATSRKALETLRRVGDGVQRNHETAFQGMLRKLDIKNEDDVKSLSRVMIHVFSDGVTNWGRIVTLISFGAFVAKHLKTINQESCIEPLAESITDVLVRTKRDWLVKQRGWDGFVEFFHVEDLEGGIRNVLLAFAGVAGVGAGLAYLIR
VLA-4 inh: inhibition in human VLA-4 binding assay, primary screen, VLA-4 allosteric modulator project, MLPCN library, flow cytometry, VLA-4 expressing cells. inhibition, % (about 7 µM as worked out from the volumes in the protocol). ligand binding flow cytometry. Integrin alpha-4 (Homo sapiens), P13612. 330,000 tested, 0.2% active; in the data active means inhibition above about 50%
GLD-1 TGE inh: GLD-1/TGE RNA complex disruptors, primary screen, biochemical, fluorescence polarization | Female germline-specific tumor suppressor gld-1 (Caenorhabditis elegans), Q17339 | purified GLD-1 + fluorescein TGE RNA | inhibition, % at 5.96 µM | 320,000 tested, 0.44% active;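 active means percent inhibition above a per-plate cutoff, the plate mean of test compounds plus 3 SD, cut at about 30% in these data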;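 further: 0% = DMSO wells with GLD-1 and probe and 100% = wells lacking GLD-1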
MEX-5 binding: MEX-5 zinc finger RNA-binding disruptors – biochemical, C. elegans, fluorescence polarization, MLPCN library, primary screen; activity score (negative = inhibition of binding), % at 10 µM; MEX-5/FITC-TCR2 RNA binding; active compounds read low; 300,000 tested, 0.38% active;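 active means inhibition past about -25% in most replicates, and total fluorescence under double the plate's negative control median, limit read from the data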;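 further: 0% = DMSO and -100% = 5 µM competing unlabeled TCR2 RNA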
An asterisk follows results filed as active; . = no result given. An excerpt; rates above refer to the full screens.

cpd	smiles	Fam108B inh	Efflux pump mplx	PME-1 inh	MCL1 BIM primary	Bcl-xL primary
1	C[C@H](CO)N1C[C@H](C)[C@@H](CN(C)C(=O)NC2CCCCC2)Oc2ccc(NC(=O)Nc3ccc(C(F)(F)F)cc3)cc2C1=O	.	0.2	.	.	.
2	C[C@H](NC(=O)c1nc[nH]c1C(=O)N[C@@H](C)C(=O)OC(C)(C)C)C(=O)OC(C)(C)C	0	0.1	5	9	9
3	CCn1c(=O)c(C(=O)NC(C)c2ccccc2)c(O)c2ccccc21 (stereo not given)	.	0.0	.	.	.
4	COCCOC(=O)c1[nH]c2c(c1C)C(=O)CC(c1cc(OC)c(OC)c(OC)c1)C2 (stereo not given)	1	0.0	7	0	-4
5	O=C(c1cc(-c2ccncc2)nc2ccccc12)N1CCN(c2ncccn2)CC1	.	-0.1	.	.	.
6	CN(CC(=O)N1CCN(c2ccccn2)CC1)S(=O)(=O)c1ccc(Br)cc1	-10	0.3	4	2	2
7	CC(NCc1ccc(N(C)C)cc1)C1CC2CCC1C2 (stereo not given)	-1	0.1	-3	-7	-2
8	O=C(NCCCc1ccncc1)C1CCC(=O)N(CCc2cccc(F)c2)C1 (stereo not given)	6	-0.1	4	4	5
9	COCCNC(=O)c1sc2ncn(CC(=O)Nc3ccc(C)c(Cl)c3)c(=O)c2c1C	4	0.3	5	-5	7
10	Cc1ccc(S(=O)(=O)NC2CCCC2)cc1C	-4	0.4	-1	0	2
11	CC(C)(C)NC(=O)c1cc(-c2ccc3c(c2)OCO3)nc2ccccc12	0	0.0	2	0	-1
12	CCOc1ccccc1NC(=O)COn1nnc2ccccc21	0	0.1	3	-6	2

cpd	GRK2 inh	MEX-5 binding	VLA-4 inh	GLD-1 TGE inh
1	0	.	-7	8
2	0	-7.3	6	1
3	1	2.3	-10	.
4	0	1.6	0	-2
5	0	.	-9	2
6	2	1.4	1	0
7	0	2.3	6	-6
8	2	-0.4	18	-1
9	4	0.1	11	4
10	1	-1.1	-14	-1
11	0	-1.8	-5	0
12	0	1.2	3	-2

Later entries
cpd	smiles	Fam108B inh	Efflux pump mplx	PME-1 inh	MCL1 BIM primary	Bcl-xL primary
13	Cc1ccc(N2C(=O)N(CC(=O)NCc3ccccc3Cl)C(=O)C2C)cc1 (stereo not given)	3	-0.1	4	-9	-8
14	Cc1ccccc1-c1nnn(CC(=O)N2CCN(S(=O)(=O)c3ccc(Cl)cc3)CC2)n1	-3	0.1	19	7	7
15	Cc1c(C(=O)Nc2ccccc2C(=O)N2CCCC2)cccc1[N+](=O)[O-]	-1	0.1	3	-1	1
16	O=C(c1sc2ccccc2c1Cl)N1CCN(c2ncccn2)CC1	9	0.0	28*	2	0
17	Cc1ccc(CC(=O)NCCN2CCOCC2)cc1	2	-0.1	-2	-3	4
18	Cc1cc(C)c2c(n1)nn1c(NCCOCCO)cc(C)nc21	-2	-0.1	0	8	5
19	CCC(=O)Nc1ccc(Cl)c(NC(=O)c2ccccc2OC)c1	-4	-0.1	0	4	7
20	COCCNCCCCSc1ccc(Cl)cc1	1	-0.1	4	4	3
21	CCCNC(=O)c1ccccc1C(=O)NCCC	0	0.1	-3	-1	1
22	NC(=O)NC(=O)COC(=O)c1ccc2noc(-c3ccccc3)c2c1	-2	0.0	-3	-7	2
23	CCc1ccc(NC(=O)C2CCCN(S(C)(=O)=O)C2)cc1 (stereo not given)	6	-0.1	1	2	2
24	O=C(Nc1ccc2nsnc2c1)c1ccc2c(c1)OCO2	1	0.0	-1	-4	-8

cpd	GRK2 inh	MEX-5 binding	VLA-4 inh	GLD-1 TGE inh
13	0	2.5	-5	-6
14	2	5.4	0	12
15	2	-2.7	-3	1
16	0	0.0	-4	0
17	0	0.3	9	-4
18	3	1.9	1	1
19	0	1.6	0	2
20	0	-1.2	40	-1
21	0	3.7	8	-2
22	0	-1.0	-2	2
23	3	2.7	-6	0
24	2	.	-4	5

Other records follow:
cpd	smiles	Fam108B inh	Efflux pump mplx	PME-1 inh	MCL1 BIM primary	Bcl-xL primary
25	COc1cc(-c2nnc(NC(=O)c3ccco3)o2)cc(OC)c1OC	-3	0.0	0	0	3
26	O=c1c2oc3ccccc3c2ncn1Cc1ccccc1Cl	0	-0.1	1	-8	1
27	Cc1ccc(S(=O)(=O)Nc2ccc(C(=O)OCC(=O)N(CCC#N)c3ccccc3)cc2)cc1C	0	0.0	-5	-8	2
28	Cc1cccc(NC(=O)NCCN2CCN(c3ccccc3)CC2)c1C	0	0.0	3	5	3
29	Cc1ccc2[nH]c3c(c2c1)SC(C)(C)CC3=O	-2	0.0	2	-11	-3
30	CCCCC(=O)NCCc1cc2ccc(OC)cc2[nH]c1=O	-4	-0.2	-2	3	6
31	Cc1nnc2n1N=CC=C(C(C)(C)C)S2	2	-0.1	-1	-3	-1
32	COc1ccc(NC(=O)CN2CCc3ccccc3C2)c(OC)c1	3	0.1	3	-6	-2
33	COc1ccc(C(C(=O)NC(C)(C)C)N(C(=O)Cn2nnc3ccccc32)c2ccc(C(C)=O)cc2)cc1O (stereo not given)	-5	-0.1	0	0	2
34	COc1cc(N2C(=O)c3ccccc3C2=O)c(Cl)cc1C(=O)OCC(=O)NCc1ccco1	-4	-0.2	8	-4	3
35	CCOc1ccc(NC(=O)C2CCN(S(=O)(=O)CC)CC2)cc1	-4	-0.1	-2	5	2
36	COCC(C)NC(=O)c1cccc([N+](=O)[O-])c1 (stereo not given)	1	0.0	-5	6	2

cpd	GRK2 inh	MEX-5 binding	VLA-4 inh	GLD-1 TGE inh
25	0	-1.2	2	-1
26	0	2.5	2	-4
27	2	1.5	-2	-1
28	1	0.0	5	-3
29	2	1.8	15	6
30	2	0.6	-3	6
31	3	1.9	-1	-1
32	0	0.6	6	3
33	1	-1.0	8	-7
34	1	-0.2	7	0
35	0	0.5	7	8
36	0	1.4	-11	-5

Going on with the list:
cpd	smiles	Fam108B inh	Efflux pump mplx	PME-1 inh	MCL1 BIM primary	Bcl-xL primary
37	COc1ccc(NC(=O)CC2C(=O)N(c3ccc(OC)cc3)C(=S)N2NC(=O)c2cccc(F)c2)cc1 (stereo not given)	-1	0.4	2	-3	3
38	Nc1c(Cl)ncnc1N/N=C/c1ccccn1	1	-0.1	5	23	15
39	CC(C)CC1NC(=O)c2ccccc2-n2c1nc1cc(F)ccc1c2=O (stereo not given)	.	-0.2	-1	-1	4
40	COc1ccccc1-c1cc(C(=O)N/N=C\c2cn(C)nc2C)c2ccccc2n1	-1	-0.1	-1	2	8
41	Cc1csc2nc(COC(=O)c3ccc(Cl)c([N+](=O)[O-])c3)cc(=O)n12	.	-0.2	3	7	6
42	Cc1ccc(NC(=O)C2(S(=O)(=O)c3ccc(Cl)cc3)CC2)cc1	-4	-0.1	1	-3	6
43	COc1ccc(S(=O)(=O)N2CCCC(C(=O)NCC3CCCO3)C2)cc1OC (stereo not given)	4	-0.1	-1	7	5
44	CN1C(=O)C(O)(CC(=O)c2ccc(F)cc2)c2cc(Br)ccc21 (stereo not given)	0	-0.3	3	1	3
45	Cc1cc(C)cc(Nc2cc(C)nc3nc(C)nn23)c1	1	0.1	-3	-3	-5
46	Cc1cccc(OCC(O)CNC(=O)c2ccccc2C(=O)O)c1 (stereo not given)	-5	0.0	-3	1	5
47	COc1ccc(Cl)cc1NC(=O)CSc1nnc(-c2ccco2)o1	-3	0.7	0	3	1
48	C/C(=N\NC(=O)c1n[nH]c2c1CCC2)c1cccs1	-3	0.0	6	7	1

cpd	GRK2 inh	MEX-5 binding	VLA-4 inh	GLD-1 TGE inh
37	0	1.2	8	5
38	0	.	-12	19
39	1	.	-1	-4
40	1	1.8	12	4
41	4	.	-11	1
42	1	2.4	14	4
43	1	-2.4	10	9
44	0	-1.1	-17	4
45	0	0.6	12	-1
46	1	1.8	3	3
47	1	0.5	1	2
48	1	1.4	3	4

Next part; the last 4 above are carried over.
cpd	smiles	Fam108B inh	Efflux pump mplx	PME-1 inh	MCL1 BIM primary	Bcl-xL primary
45	Cc1cc(C)cc(Nc2cc(C)nc3nc(C)nn23)c1	1	0.1	-3	-3	-5
46	Cc1cccc(OCC(O)CNC(=O)c2ccccc2C(=O)O)c1 (stereo not given)	-5	0.0	-3	1	5
47	COc1ccc(Cl)cc1NC(=O)CSc1nnc(-c2ccco2)o1	-3	0.7	0	3	1
48	C/C(=N\NC(=O)c1n[nH]c2c1CCC2)c1cccs1	-3	0.0	6	7	1
49	CCSc1nnc(NC(=O)/C=C/c2ccc3c(c2)OCO3)s1	4	0.2	-6	-15	-9
50	Cc1ccccc1SCC(=O)NCCCn1ccnc1	1	0.0	4	6	3
51	O=S(=O)(CC(O)COc1ccc(Br)cc1)c1ccccc1 (stereo not given)	-2	0.0	2	7	-1
52	COc1ccc(S(=O)(=O)N(C)CC(=O)NCc2ccccc2)cc1OC	1	-0.3	9	1	5
53	O=C(NCc1ccccc1)c1onc(CSc2ccc(F)cc2)c1C(=O)NCc1ccccc1	-22	-0.3	-28	2	0
54	COc1ccccc1NS(=O)(=O)c1ccc(N2CCOCC2)c(NC(=O)c2ccco2)c1	1	0.0	6	-6	2
55	O=C(CCc1nc(-c2ccccc2Cl)no1)Nc1cccnc1	-3	0.0	6	-2	1
56	CC(/C=C/c1ccccc1)=N\NC(N)=S	-3	0.0	-6	9	6
57	O=C1NC(=O)/C(=C\c2ccc(Sc3ccc(Cl)cc3)o2)N1	4	0.1	-6	7	5
58	CCOC(=O)N1CCN(C(=O)C2CCCN(S(C)(=O)=O)C2)CC1 (stereo not given)	0	0.1	-8	-3	1
59	CCN(CC(=O)Nc1cc(Cl)ccc1C)C(=O)c1ccc2c(c1)NC(=O)C(C)S2 (stereo not given)	2	-0.1	-3	-14	-11
60	COc1ccc(S(=O)(=O)NCCCCNS(=O)(=O)c2ccc(OC)cc2)cc1	-3	0.1	2	4	8
61	CC(=O)c1ccc(N2CCN(c3ncc(C(F)(F)F)cc3Cl)CC2)cc1	2	0.2	2	4	-3

cpd	GRK2 inh	MEX-5 binding	VLA-4 inh	GLD-1 TGE inh
45	0	0.6	12	-1
46	1	1.8	3	3
47	1	0.5	1	2
48	1	1.4	3	4
49	0	0.0	13	2
50	0	0.1	12	-2
51	1	-0.4	-5	-1
52	1	0.6	15	-2
53	0	0.1	-2	3
54	2	0.8	-6	2
55	2	-0.4	0	-6
56	4	-4.9	3	4
57	5	-1.8	25	5
58	0	-1.8	11	9
59	2	-1.6	23	7
60	0	1.4	3	7
61	0	2.6	-7	2
